Screening data as filed in PubChem BioAssay.
TTR transcr act: TTR transcription activation, primary screen; 1.3% of 92,000 active; SH-SY5Y TTR promoter Gaussia luciferase, luminescence; 100% = recombinant luciferase protein wells; activation, % at 16.7 µM;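 active means activation above the mean of all tested compounds plus 3 SD, cut at about 9.5% in these data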;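 further: cells exposed to compounds for one day before reading; 0% = median of all test compound wells on the plate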
* hit, by the source's call. The list is partial, so the mix of outcomes need not match the whole.

TTR transcr act,molecule
-1.1,C[N+]1=C2N[C@@H](c3ccccc3)CC(=O)N2/C(=C\c2ccccc2)[C@@H]1Cc1ccccc1
0.7,O=C(COc1nnnc2ccccc12)N1CCCc2ccccc21
1.7,CC(C)(C)CCNc1nc(-c2ccccn2)nnc1-c1ccccc1
-3.3,O=C(Nc1nc(-c2ccccc2Cl)cs1)c1cccnc1
-0.2,CCN(CC)S(=O)(=O)c1cc(C(=O)Nc2nncs2)c(Cl)cc1Cl
3.0,Nc1nc(Cl)nc(N(c2ccccc2)c2ccccc2)n1
-2.6,COc1ccc2c(c1)OC[C@H]1[C@H]2N2C(=O)c3cc(OC)ccc3NC(=O)[C@@]2(C)[C@H]1c1ccccc1
1.0,CCOc1ccc(OCCC(=O)NNC(=O)c2ccncc2)cc1
0.2,CC(=O)Oc1ccc(C(=O)Cc2ccc3ccccc3n2)c(O)c1C
-1.0,CCOc1cccc(C=NCCc2ccc(OC)c(OC)c2)c1O
-0.1,Nc1nc(N)nc(-c2cccc(Cl)c2)n1
0.3,NC(=O)c1ccc(NC(=O)COC(=O)CCC(=O)c2ccc(Cl)cc2)cc1
-0.9,CN(C)S(=O)(=O)c1cccc(COC(=O)c2cccnc2Cl)c1
-0.6,Cc1ccc(OCCn2c(=S)[nH]c3ccccc32)c(C(C)C)c1
-1.5,O=C(N/N=C/c1ccco1)c1cc(-c2ccc3ccccc3c2)n[nH]1

TTR transcr act,molecule
-0.7,Cc1cc[n+](-c2nc3ccccc3nc2[N-]S(=O)(=O)c2cccs2)cc1C
1.1,Cc1ccc2sc(C)cc(=O)c2c1
14*,COc1ccc(C(=O)C(C)C(C)=O)c(OCc2ccccc2)c1OC (stereo not drawn)
-2.0,CC(Sc1nn(-c2ccc(Cl)cc2)c(=S)s1)C(=O)NCC1CCCO1 (stereo not drawn)
1.7,CN(C)CCCn1c(N)c(S(=O)(=O)c2ccccc2)c2nc3ccccc3nc21
-1.4,Cc1c(/C=C/C(=O)c2ccccc2O)cnn1C
0.1,O=C(NCc1ccccc1Cl)NC(=O)c1ccccc1
-1.7,NC1=NC(=O)/C(=C/C=C/c2cccs2)S1
-0.8,Cc1cccc(N2C(=O)SC(N(C)c3ccccc3)C2=O)c1 (stereo not drawn)
-1.1,CCN1CCc2c(C#N)c(N3CCCCC3)nc(N3CCOCC3)c2C1
0.5,C[C@H]1CCCN1c1cccc2c1S(=O)(=O)N1CC[C@@H](C1)O2
3.6,CC(=O)NC1C(=O)N=C(SCC(=O)NC2CCCCC2)NC1=O (stereo not drawn)
-3.3,CCOc1ccc2nc(NC(=O)c3cnc(C)cn3)sc2c1
4.6,c1ccc2c(c1)-c1ccccc1C2N1CCOCC1
0.2,Cc1cccc(OCC(=O)NC(=S)NNC(=O)c2ccncc2)c1

TTR transcr act,molecule
1.7,CCOC(=O)CNC(=O)c1ccc2[nH]c3ccccc3c2c1
-1.3,Oc1ccc(C=Nc2cccc3ccccc23)c(O)c1
1.1,O=C(NC1CCCCC1)C(c1ccccc1)N1CCc2ccccc21 (stereo not drawn)
1.4,COc1ccc(C)cc1NC(=O)c1cccc(C(=O)Nc2cc(C)ccc2OC)n1
-0.2,O=C(O)c1nccnc1C(=O)Nc1ccccc1-c1ccccc1
-0.2,O=C(Cn1c(=O)oc2cc(S(=O)(=O)N3CCCC3)ccc21)Nc1ccccn1
23*,COc1ccc(OC)c(NC(=O)CSCC(=O)O)c1
-0.9,O=C(NC1CCCC1)c1ccc(Br)c(S(=O)(=O)N2CCCCC2)c1
4.2,CCCCn1nnnc1C1(C)CCC(=O)N1CCOC (stereo not drawn)
-0.6,COc1cc([N+](=O)[O-])ccc1-c1ccc(/C=N/NC(=O)c2ccccc2O)o1
5.0,Cc1ccc(/C=C(\C#N)C(=O)NCC2CCCO2)o1 (stereo not drawn)
1.1,CC(C)c1ccc(NC(=O)COc2ccc(C3SCCS3)cc2)cc1
-0.6,Cc1nn(S(=O)(=O)c2ccc(F)cc2)c(C)c1S(=O)(=O)N1CCOCC1
-1.6,COc1ccc(C(=O)N2CCCCC2c2cc(C(=O)Nc3ccc(F)c(Cl)c3)no2)cc1 (stereo not drawn)
1.7,CCCCC(=O)N(c1ccc(C(=O)O)cc1)c1nc(-c2ccc(Cl)cc2)c(CC)s1

TTR transcr act,molecule
1.6,COc1ccc(CCNC(=O)c2cn(C)c3ccc(S(=O)(=O)N4CCOCC4)cc3c2=O)cc1OC
0.1,Cc1ccc(C(=O)NC2CC(C)(C)NC(C)(C)C2)cc1C
1.4,O=C(CCN1C(=O)COc2ccccc21)NCCN1CCN(c2ccccc2F)CC1
-2.1,c1ccc(-c2cc3c(ccc4nonc43)nn2)cc1
1.8,O=C(Cn1ncc2c([nH]c3ccccc32)c1=O)Nc1cccnc1
-0.5,Cc1[nH]nc2c1/C(=N\O)CC(C)(C)C2
4.7,Cn1cc([N+](=O)[O-])c(C(=O)NCc2ccccc2)n1
3.2,O=C(NCCNC(=O)c1ccc(F)cc1)c1ccc(F)cc1
3.3,O=[N+]([O-])c1cccc(-c2c(-c3ccccc3)ncc3ccc(F)cc23)c1
-1.0,CCC(C)NC(=O)C(=O)NCC1CCCN1CC (stereo not drawn)
-4.3,CCN(CC)S(=O)(=O)c1ccc(Cl)c(NC(=O)COC(=O)c2ccc(O)cc2)c1
-0.4,Fc1cccc2sc(N3CCCC3)nc12
-1.1,O=C(NCCCNC(=O)c1cnccn1)c1cccc(F)c1
-1.5,CCn1c(=S)sc2c(=O)n(CC(=O)Nc3ccc(C(C)=O)cc3)c(C)nc21
0.1,COc1ccc(NC(=O)CS(=O)(=O)c2cn(CC(=O)N(C(C)C)C(C)C)c3ccccc23)c(OC)c1

TTR transcr act,molecule
-3.2,COc1cccc(C2Nc3ccccc3C(=O)N2O)c1O (stereo not drawn)
1.0,O=C(Nc1cc(Cl)ccc1Cl)c1noc2c1CCCC2
-1.4,CSc1nc2ccc3nc(NC(=O)C4COc5ccccc5O4)sc3c2s1 (stereo not drawn)
3.6,Cc1ccccc1CN1CCCCC(NC(=O)c2cc(-c3ccccc3)no2)C1=O (stereo not drawn)
1.5,Cc1ccc(CNC(=O)c2ccc(CNc3c(N4CCCC4)c(=O)c3=O)cc2)cc1
2.4,Cc1cccc(CC2(O)C(=O)Nc3ccccc32)n1 (stereo not drawn)
-0.3,Cc1cccc(NC(=O)Nc2cccc(C#N)c2)n1
-0.5,CC(=O)N1CCN(c2ccccc2NC(=O)COc2cc(C)cc(C)c2)CC1
-1.6,COc1ccc(NS(=O)(=O)c2cn(C)c(=O)n(C)c2=O)c(OC)c1
-1.1,CC[C@]12c3[nH]c4cc(-c5ccco5)ccc4c3CCN1C(=O)[C@@H](CC(=O)NCc1ccc(OC)c(OC)c1)C[C@@H]2C(=O)N1CCN(C(=O)c2ccco2)CC1
0.3,COc1ccc(S(=O)(=O)Nc2ccccc2)cc1OC
16*,COC(=O)c1cc(OC)nc(OC)c1
-2.2,CCN1C(=O)/C(=C/N(C)c2ccccc2)OC1=S
6.6,COn1c(=S)[nH]c2ccccc2c1=O
1.1,O=c1[nH]c(SCc2ccccc2)nc2[nH]ncc12

TTR transcr act,molecule
0.5,O=C(Nc1nnc(-c2ccc3c(c2)CCCC3)o1)c1c(F)cccc1F
6.8,Cc1cc(C)cc(NC(=O)N2CCCN(c3c(Cl)cncc3Cl)CC2)c1
0.8,CCOC(=O)c1cnc2c(c(C)nn2C)c1Oc1cc(Cl)cc(Cl)c1
-1.3,CSCCC(NC(=O)c1ccc(Cl)cc1Cl)C(=O)NNC(=O)c1ccncc1 (stereo not drawn)
2.7,CCOC(=O)N1CCN(c2c(NCc3ccccn3)c(=O)c2=O)CC1
-1.2,CCOc1ccc2nc(COC(=O)c3cccc([N+](=O)[O-])c3)c(C(C)=O)[n+]([O-])c2c1
-0.3,O=S(=O)(c1cnc(Cl)c(Cl)c1)N1CCN(c2ncccn2)CC1
1.1,Cc1cccc(CSc2ncccc2C(=O)O)c1
-0.4,COc1ccc(C2=Nc3ccccc3NC(=O)C2N(CCc2ccccc2)C(=O)c2cccs2)cc1 (stereo not drawn)
-3.8,O=C(C(=O)c1cc(Br)ccc1O)c1cc(Br)ccc1O
-0.4,C/C(=N\NC(=O)c1cccc(S(=O)(=O)Nc2cccc(Cl)c2)c1)c1cccs1
5.7,CC(=O)OCC1=C(C(=O)O)N2C(=O)[C@@H](NC(=O)Cc3ccccc3)[C@H]2SC1
1.8,C=CCSc1cc(C)nc2c(-c3ccccc3)c(C)nn12
-0.1,COC(=O)C1=C(C)N(c2cccc(C(C)=O)c2)C(=O)C1
1.2,CCOc1ccc(NC(=S)NCc2cccnc2)cc1

TTR transcr act,molecule
2.0,CC1(C(=O)Nc2ccc3c(c2)OCCO3)CCC(=O)N1CCc1c[nH]c2ccccc12 (stereo not drawn)
-2.4,Cc1ccc(C(CC(=O)c2ccc(Cl)cc2)C(=O)O)cc1 (stereo not drawn)
1.5,C/C(=N\NC(=O)c1ccc(Cn2cc(Br)cn2)o1)c1cccc(NC(=O)C(C)C)c1
0.3,COc1ccc(Cc2nnc(N/N=C/c3ccccc3O)[nH]c2=O)cc1OC
-1.3,CC(NC(=O)OC(C)(C)C)C(=O)N1CCCC1C(=O)NC(Cc1ccccc1)C(N)=O (stereo not drawn)
0.5,O=C(Nc1ccc2[nH]c(=O)[nH]c2c1)C(F)(F)F
1.5,COC(=O)Nc1ccc2c(c1)ncn2C1CCCCC1
-0.9,COc1cc(C=O)ccc1OC(=O)Nc1ccccc1
-1.3,COc1cc(OC)c(-c2nnc3n(CCc4ccccc4)c(=O)c4ccccc4n23)cc1OC
2.8,O=C(Nc1ccccc1C(=O)N/N=C/c1ccncc1)c1ccccc1
2.7,CCC(C(=O)N1CCc2cc(OC)c(OC)cc2C1)c1ccccc1 (stereo not drawn)
4.5,CC1CCN(c2c(NCc3ccc(C(=O)N4CCc5ccccc54)cc3)c(=O)c2=O)CC1
-0.8,O=C(CCCN1C(=O)/C(=C/c2ccccc2Cl)SC1=S)NNC(=O)c1ccccc1Cl
1.0,CCOC(=O)C(=CNc1ccc(-c2ccco2)c(Cl)c1)C(=O)OCC
0.3,Cc1ccc(-c2nn3c(C)nnc3s2)cc1NC(=O)c1ccc(-c2ccc(Cl)cc2Cl)o1

TTR transcr act,molecule
-0.6,CCCCN(C(=O)c1cc(S(=O)(=O)N2CCOCC2)ccc1F)c1c(N)n(CCCC)c(=O)[nH]c1=O
18*,CC(=O)OCCN(C)c1cc(SC(C)C)c2nonc2c1[N+](=O)[O-]
-1.3,CC(C)(C)NC(=O)C(c1ccncc1)N(C(=O)Cn1nnc(-c2ccc(F)cc2)n1)c1ccccc1F (stereo not drawn)
15*,COc1ccc(NC2=Nc3cccc4cccc2c34)cc1
3.2,CC(Sc1nnc(-c2ccncc2)n1C)C(=O)Nc1ccc(N2CCOCC2)cc1 (stereo not drawn)
-0.8,O=C(Cn1c(-c2ccccc2)noc1=O)N1CCC(Cc2ccccc2)CC1
0.7,CCCCc1cc(=O)oc2cc(C)cc(OCC(=O)N3CCC(C(=O)O)(c4ccccc4)CC3)c12
4.6,CCOC(=O)Nc1cc(=O)c2ccccc2o1
-1.2,O=C(N1CCC(Cc2ccccc2)CC1)n1ncc(C(O)(c2ccccc2)c2ccccc2)n1
1.9,COC(=O)COc1ccc(S(=O)(=O)Nc2ccccc2SC)cc1
2.7,Cc1ccc(NC(=O)CCn2c(=O)[nH]c3ccsc3c2=O)cc1F
0.1,CCc1ccc(CNC(=O)CCc2nnc(CCc3ccc(OC)cc3)o2)nc1
-1.5,O=c1c2ccccc2n(Cc2cccc(F)c2)c(=O)n1C1CCCC1
-3.3,Cc1ccc2nsnc2c1S(=O)(=O)NCc1ccncc1
-1.2,CC(C)C1CCN(C(=O)C2CCC(=O)N(C3CCCCCC3)C2)CC1 (stereo not drawn)

TTR transcr act,molecule
6.1,COCCN(C(=O)CCC(=O)Nc1ccccn1)C(C(=O)NC(C)C)c1ccc(C)cc1 (stereo not drawn)
-1.9,CCOc1ccc(CC(=O)NNC(=S)Nc2ccc(OC)c(OC)c2)cc1
-1.0,CC1CC(C)CN(S(=O)(=O)c2cc3c4c(c2)C(C)C(=O)N4CCC3)C1 (stereo not drawn)
-1.0,O=C1C(Nc2ccccc2)=C2CCCC=C2N1c1ccccc1
0.1,Cc1csc(N2CCCC2c2nc3cc(C(F)(F)F)ccc3n2CCOCCO)n1 (stereo not drawn)
0.4,O=C(NCc1ccc2c(c1)OCO2)c1nn2cccnc2c1Cl
0.4,COc1cccc(-n2c(C)nnc2SCC#N)c1
-1.2,COC(=O)[C@]12C[C@H](CC(=O)NCc3ccc(C)o3)C(=O)N(Cc3ccccc3)C1=C[C@H](COCc1ccccc1)O[C@@H]2C

A second format for part of the listing above:
| Structure | TTR transcr act |
| --- | --- |
| C[N+]1=C2N[C@@H](c3ccccc3)CC(=O)N2/C(=C\c2ccccc2)[C@@H]1Cc1ccccc1 | -1.1 |
| O=C(COc1nnnc2ccccc12)N1CCCc2ccccc21 | 0.7 |
| CC(C)(C)CCNc1nc(-c2ccccn2)nnc1-c1ccccc1 | 1.7 |
| O=C(Nc1nc(-c2ccccc2Cl)cs1)c1cccnc1 | -3.3 |
| CCN(CC)S(=O)(=O)c1cc(C(=O)Nc2nncs2)c(Cl)cc1Cl | -0.2 |
| Nc1nc(Cl)nc(N(c2ccccc2)c2ccccc2)n1 | 3.0 |
| COc1ccc2c(c1)OC[C@H]1[C@H]2N2C(=O)c3cc(OC)ccc3NC(=O)[C@@]2(C)[C@H]1c1ccccc1 | -2.6 |
| CCOc1ccc(OCCC(=O)NNC(=O)c2ccncc2)cc1 | 1.0 |
| CC(=O)Oc1ccc(C(=O)Cc2ccc3ccccc3n2)c(O)c1C | 0.2 |
| CCOc1cccc(C=NCCc2ccc(OC)c(OC)c2)c1O | -1.0 |
| Nc1nc(N)nc(-c2cccc(Cl)c2)n1 | -0.1 |
| NC(=O)c1ccc(NC(=O)COC(=O)CCC(=O)c2ccc(Cl)cc2)cc1 | 0.3 |
| CN(C)S(=O)(=O)c1cccc(COC(=O)c2cccnc2Cl)c1 | -0.9 |
| Cc1ccc(OCCn2c(=S)[nH]c3ccccc32)c(C(C)C)c1 | -0.6 |
| O=C(N/N=C/c1ccco1)c1cc(-c2ccc3ccccc3c2)n[nH]1 | -1.5 |
